# Screening results deposited in PubChem BioAssay by several laboratories.
# TMEM16A inh: inhibitors of mouse TMEM16A calcium-activated chloride channel; Q8BHY3; HEK293 TMEM16A/YFP iodide influx fluorescence, ionomycin; normalized B-score (activity score, 25-100; higher = stronger inhibition) at 10 µM; 310,000 compounds, 1.2% hits;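 active means ratio plate-corrected score three or more library SD toward inhibition, starting fluorescence score within five deviations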;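 further: score derived from kinetic fluorescence span divided by baseline fluorescence per well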
# HDAC3 inh: inhibitors of human histone deacetylase 3 | recombinant HDAC3, fluorogenic peptide/trypsin coupled, fluorescence | inhibition, % at 8.3 µM | 320,000 compounds, 0.15% hits | AID 2718; in the data active means inhibition above about 26%, passing the limit was not always enough
# Target sequence (O15379 whole entry, looked up): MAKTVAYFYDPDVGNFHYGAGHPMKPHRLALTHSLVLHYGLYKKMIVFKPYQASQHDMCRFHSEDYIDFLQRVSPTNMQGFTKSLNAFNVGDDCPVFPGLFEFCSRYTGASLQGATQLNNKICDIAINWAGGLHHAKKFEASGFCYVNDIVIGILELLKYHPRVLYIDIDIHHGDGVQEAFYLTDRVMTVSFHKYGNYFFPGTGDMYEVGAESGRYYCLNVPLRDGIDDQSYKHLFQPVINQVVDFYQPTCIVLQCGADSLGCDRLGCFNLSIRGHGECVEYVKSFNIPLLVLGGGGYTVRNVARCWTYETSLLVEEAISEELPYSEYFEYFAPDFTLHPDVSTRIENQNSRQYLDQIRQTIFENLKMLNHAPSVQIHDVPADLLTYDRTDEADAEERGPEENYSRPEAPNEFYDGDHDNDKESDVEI
# TRPC6 inh: blocks the mouse TRPC6 cation channel. Q61143. HEK293-TRPC6, membrane potential dye, ACh-evoked depolarization; hits give low values. B-score at 10 µM. 310,000 compounds, 1.1% hits. AID 2553;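 active means B-score under library mean minus 3 SD, initial fluorescence not abnormally high, positive integrated signal ratio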;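 further: B-score derived from integrated fluorescence ratio over the kinetic read; more negative B-score means stronger inhibition of depolarization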
# TRPC6 act: activates the mouse TRPC6 cation channel | HEK293-TRPC6 membrane potential dye fluorescence; hits give high values | B-score at 10 µM | 310,000 compounds, 0.13% hits | AID 2550;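 active means B-score of the integrated fluorescence ratio above library mean plus 3 SD, and starting fluorescence ratio within library mean plus 5 SD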;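 further: higher score means more depolarization so channel activation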
# RGS4 inh: human RGS4 inhibition. P49798. HEK293 M3R/RGS4 inducible, Fluo-4 calcium flux; hits give high values; triggered by carbachol at its EC20. B-score at 10 µM. 310,000 compounds, 0.45% hits. AID 463165;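 active means B-score, a plate-corrected calcium signal, over three deviations above library mean, with baseline fluorescence within five deviations of library mean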;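 further: RGS4 expression induced by doxycycline in cells with stable M3 receptor; B-score is computed from the integrated fluorescence ratio over baseline after carbachol; higher B-score means a larger calcium signal and so more RGS4 inhibition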
# Target sequence (P49798 whole entry, looked up): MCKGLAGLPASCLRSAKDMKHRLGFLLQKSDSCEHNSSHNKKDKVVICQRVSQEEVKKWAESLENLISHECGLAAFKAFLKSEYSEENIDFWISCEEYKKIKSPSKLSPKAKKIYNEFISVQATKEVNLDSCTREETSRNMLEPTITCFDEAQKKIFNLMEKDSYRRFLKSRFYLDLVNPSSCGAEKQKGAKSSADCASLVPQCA
# MrgX1 ag: activates human MrgX1 receptor signaling; MrgX1-HEK293 cells, Fluo-4 calcium fluorescence, agonist mode; hits give high values; B-score at 10 µM; 310,000 compounds, 0.44% hits; AID 588627;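 active means calcium response B-score plate-corrected fluorescence ratio at least 3 library SD, with starting fluorescence B-score inside 5 SD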
# Target sequence (Q96LB2 whole entry, looked up): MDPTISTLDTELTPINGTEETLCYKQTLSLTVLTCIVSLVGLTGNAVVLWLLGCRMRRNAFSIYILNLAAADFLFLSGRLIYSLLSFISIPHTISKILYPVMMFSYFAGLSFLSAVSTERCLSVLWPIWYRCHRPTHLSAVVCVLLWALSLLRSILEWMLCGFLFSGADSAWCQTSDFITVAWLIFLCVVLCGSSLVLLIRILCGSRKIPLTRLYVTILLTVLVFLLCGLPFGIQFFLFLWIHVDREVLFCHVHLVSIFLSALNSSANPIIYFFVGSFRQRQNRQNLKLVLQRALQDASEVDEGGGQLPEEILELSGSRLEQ
#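 Material: MrgX1-expressing HEK293 cells; input: 15,000 cells per well; doses: test compound given as first of three sequential additions; schedule: overnight plating before 1 h dye loading; technique: Fluo-4 NW calcium-flux fluorescence, kinetic read; evaluation: baseline-normalised fluorescence change ratio, B-scored; control set: plate-wise positive and negative controls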
# TMEM16A act: activators or potentiators of mouse TMEM16A chloride channel | HEK293 TMEM16A/YFP-H148Q/I152L, iodide quench fluorescence; hits give low values | B-score at 10 µM | 340,000 compounds, 0.3% hits | Q8BHY3;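 active means fluorescence-ratio B-score plate-corrected deviation score at least 3 library SD below zero, with starting fluorescence score within 5 deviations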;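 further: channel opened by trigger with iodide after compound preincubation; score built on the fluorescence ratio of max minus min over baseline; more negative score means more quench and so TMEM16A activation or potentiation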
# MrgX1 antagonist: antagonists of human MrgX1 receptor. Q96LB2. MRGX1-HEK293 calcium flux, Fluo-4, BAM8-22 antagonism; hits give low values. B-score at 10 µM. 310,000 compounds, 1.3% hits;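 active means calcium-response B-score plate-corrected more than 3 library SD below zero, starting fluorescence within 5 deviations, no agonist response on first addition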;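 further: peak minus trough fluorescence over baseline after final BAM8-22 challenge near maximal dose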
# MrgX1 allo act: human MrgX1 positive allosteric modulation, primary screen; 310,000 compounds, 0.63% hits; MrgX1-HEK293, Fluo-4 calcium flux, FDSS; hits give high values; B-score at 10 µM;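 active means plate-corrected calcium response at least 3 library SD above typical, normal starting fluorescence, not activating the receptor alone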;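 further: compound read alongside a low EC10 to EC30 dose of BAM8-22 agonist; peak minus trough fluorescence over baseline measured at the second addition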
# SKKanGAS inh: SKKanGAS growth inhibition; AID 1662; 300,000 compounds, 1.3% hits; inhibition, % at 7.5 µM; S. pyogenes SKKanGAS, kanamycin growth, BacTiter-Glo, 6 h;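 active means mean replicate score, as percent of positive control median, at least 50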;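 further: strain carries kanamycin resistance gene driven by streptokinase promoter and grows in 40 µg/ml kanamycin; loss of luminescence reflects streptokinase promoter inhibition or plain growth inhibition; 0% = median of DMSO wells and 100% = positive control at its reference dose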
# RGS4 pot: potentiators or activators of RGS4; 310,000 compounds, 0.92% hits; HEK293 M3R/inducible RGS4, carbachol calcium flux Fluo4; hits give low values; B-score at 10 µM;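 active means B-score of the integrated calcium signal more than 4 SD below the library mean, with starting fluorescence not abnormally high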;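 further: negative B-score means reduced calcium response which marks RGS4 activation or potentiation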
#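 Material: M3R-expressing HEK293 line, RGS4 induced by doxycycline | Schedule: Overnight RGS4 induction, 30 min dye load 37 °C, 20 min compound RT | Measured by: Fluo4 fluorescence kinetic imaging of calcium | Read-out: Integrated calcium ratio converted to B score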
# Starred values were filed as active, the others as inactive; i = inactive; nt = not tested or not shown.
SMILES,TMEM16A inh,HDAC3 inh,TRPC6 inh,TRPC6 act,RGS4 inh,MrgX1 ag,TMEM16A act,MrgX1 antagonist,MrgX1 allo act,SKKanGAS inh,RGS4 pot
O=C1CC(N2CCN(c3ccccc3Cl)CC2)C(=O)N1c1ccccc1 (stereo unspecified),i,-1.2,i,i,i,i,i,i,i,-3.9,i
O=C1Nc2ccccc2C12Nc1ccccc1S2 (stereo unspecified),i,-2.0,i,i,i,i,nt,i,i,-5.9,i
O=C(NCc1ccc(Cl)cc1)c1n[nH]c([N+](=O)[O-])c1Cl,i,3.7,i,i,i,i,i,i,i,30.7,i
Cc1ccc(C(=O)NCCc2ccccc2)cc1N1CCCC1=O,i,-1.3,i,i,i,i,i,i,i,2.8,i
Cc1cccc(NC(=O)C2CCCN(C(=O)Nc3ccccc3)C2)c1C (stereo unspecified),i,-3.9,i,i,i,i,i,i,i,2.7,i
Cc1ccc(C2=NOC(C)(c3nnc(Cc4ccccc4)o3)C2)cc1 (stereo unspecified),i,2.4,i,i,i,i,i,i,i,3.8,i
O=C(Cc1ccsc1)NCc1ccccc1F,i,-0.4,i,i,i,i,i,i,i,1.7,i
CCOc1ccc(N(C(=O)/C=C/C(=O)Nc2cc(C)on2)C(C(=O)NC2CCCC2)c2ccccc2C)cc1 (stereo unspecified),i,-1.0,i,i,i,i,i,i,i,-1.0,i
NC(=S)N/N=C/c1ccccc1,i,nt,i,i,i,i,i,i,i,-3.7,i
CCOC(=O)C1(CCOC)CCN(Cc2nc(C(C)C)cs2)CC1,i,-3.4,i,i,i,i,i,i,i,-5.9,i
O=C(c1cc2ccccc2o1)N1CCN(C/C=C/c2ccccc2)CC1,i,6.4,i,i,i,i,i,i,i,-4.2,i
CCOc1ccc(CC2c3cc(OCC)c(OCC)cc3CCN2C(=O)c2cc(OC)c(OC)c(OC)c2)cc1OCC (stereo unspecified),i,6.0,i,i,i,i,i,i,i,3.4,i
COCCN1C(=O)N[C@@H](c2cccc(C(F)(F)F)c2)[C@H](C(C)=O)[C@H]1C,i,-1.5,i,i,i,i,i,i,i,-1.9,i
COc1ccc(NC(=O)CSc2nc3ccccc3nc2N2CCOCC2)c(OC)c1,i,2.7,i,i,i,i,i,i,i,6.7,i
Cc1ccc2nc(-c3cccc(N)c3)oc2c1,i,-65.1,-5.47*,i,i,i,i,i,i,10.6,i
O=C(CCc1nc(-c2ccccc2Cl)no1)Nc1cccnc1,i,0.0,i,i,i,i,i,i,i,-0.5,i
COCCn1c(=O)c2c(nc3n2CC(C)CN3Cc2ccccc2)n(C)c1=O (stereo unspecified),i,2.9,i,i,i,i,i,i,i,7.0,i
COc1cccc(-c2csc(N3CCN(C(=O)Nc4ccc(F)cc4)CC3)n2)c1,i,12.6,i,i,i,i,i,i,i,21.1,i
Cc1ccc(N2CCN(S(=O)(=O)N3CCCCC3)CC2)cc1C,i,-0.7,i,i,i,i,i,i,i,-3.3,i
Cc1ccc([N+](=O)[O-])cc1S(=O)(=O)NCCc1c(C)[nH]c2ccccc12,i,1.1,i,i,i,i,i,i,i,-2.8,i
COc1cccc(C(=O)Nc2ccc(C(=O)NCC3CCCO3)cc2)c1 (stereo unspecified),i,-2.0,i,i,i,i,i,i,i,-8.1,i
O=c1c2ccccc2c(/C=N/NS(=O)(=O)c2ccccc2)c(O)n1-c1ccccn1,i,-4.0,i,i,i,52.5*,i,i,i,-14.2,i
CCc1cc(=O)oc2cc(OCc3ccc(C(=O)O)o3)ccc12,i,-6.2,i,i,i,i,i,i,i,0.8,i
O=C(N/N=C/c1cccnc1)c1cc(-c2ccc(Br)cc2)nc2ccccc12,i,10.9,i,i,i,i,i,i,i,nt,i
CCC1C=C(c2ccccc2)C=CN=C1N(CC)CC (stereo unspecified),i,-4.1,i,i,i,i,i,i,i,-1.9,-10.2*

# Individual results from the entries so far:
# SKKanGAS inh with `Cc1ccc(C2=NOC(C)(c3nnc(Cc4ccccc4)o3)C2)cc1` (stereo unspecified) : 3.8
# SKKanGAS inh with `COCCN1C(=O)N[C@@H](c2cccc(C(F)(F)F)c2)[C@H](C(C)=O)[C@H]1C` : -1.9
# HDAC3 inh with `COc1cccc(-c2csc(N3CCN(C(=O)Nc4ccc(F)cc4)CC3)n2)c1` : 12.6

# For reference, part of the list above.
SMILES,TMEM16A inh,HDAC3 inh,TRPC6 inh,TRPC6 act,RGS4 inh,MrgX1 ag,TMEM16A act,MrgX1 antagonist,MrgX1 allo act,SKKanGAS inh,RGS4 pot
O=C1CC(N2CCN(c3ccccc3Cl)CC2)C(=O)N1c1ccccc1 (stereo unspecified),i,-1.2,i,i,i,i,i,i,i,-3.9,i
O=C1Nc2ccccc2C12Nc1ccccc1S2 (stereo unspecified),i,-2.0,i,i,i,i,nt,i,i,-5.9,i

# The listing picks up; the 4 compounds before the break are reprinted first.
SMILES,TMEM16A inh,HDAC3 inh,TRPC6 inh,TRPC6 act,RGS4 inh,MrgX1 ag,TMEM16A act,MrgX1 antagonist,MrgX1 allo act,SKKanGAS inh,RGS4 pot
O=c1c2ccccc2c(/C=N/NS(=O)(=O)c2ccccc2)c(O)n1-c1ccccn1,i,-4.0,i,i,i,52.5*,i,i,i,-14.2,i
CCc1cc(=O)oc2cc(OCc3ccc(C(=O)O)o3)ccc12,i,-6.2,i,i,i,i,i,i,i,0.8,i
O=C(N/N=C/c1cccnc1)c1cc(-c2ccc(Br)cc2)nc2ccccc12,i,10.9,i,i,i,i,i,i,i,nt,i
CCC1C=C(c2ccccc2)C=CN=C1N(CC)CC (stereo unspecified),i,-4.1,i,i,i,i,i,i,i,-1.9,-10.2*
Cc1cccc(C)c1NC(=O)NNC(=O)c1cc(C(C)(C)C)nn1Cc1ccccc1,i,1.5,i,i,i,i,i,i,i,-6.0,i
Cc1ccc(N2CC(NS(=O)(=O)c3cccnc3)CC2=O)cc1 (stereo unspecified),i,3.6,i,i,i,i,i,i,i,0.4,i
Cc1ccc(S(=O)(=O)N(C)C)cc1NC(=O)COC(=O)c1ccc2c(c1)NC(=O)CS2,i,-0.8,i,i,i,i,i,i,i,7.0,i
Cc1ccc2c(c1)C1CN(C)CCC1N2C(=O)Nc1ccc(Cl)cc1 (stereo unspecified),nt,nt,i,i,i,nt,i,nt,nt,-5.5,i
CC1CCN(C(=O)CSc2nc3ccccc3[nH]2)CC1,i,-2.8,i,i,i,i,i,i,i,0.1,i
c1cnc(-c2noc(CN3CCN(C4CCCC4)CC3)n2)cn1,i,-1.8,i,i,i,i,i,i,i,2.7,i
O=C(Cn1cnnn1)OCC(=O)c1ccc(Cl)s1,i,1.4,i,i,i,i,i,i,i,4.8,i
C=CC[C@@H]1C=C[C@H](O/N=C/[C@@H](NS(=O)(=O)c2ccc(C)cc2)[C@H](C)/C=C/CC(=O)OC)[C@@H](CO)O1,i,5.5,i,i,i,i,nt,i,i,2.7,i
COc1cc2c(cc1OC)-c1cc(OCc3ccccc3Cl)nc(=O)n1CC2,i,-230.5,i,i,i,i,i,i,i,14.0,i
COc1cccc(NC(=O)CSc2nnc3ccc(-c4ccncc4)nn23)c1,nt,nt,i,i,i,nt,i,nt,nt,-8.5,i
OC[C@H]1O[C@@H]2O[C@H]3[C@H](O)[C@@H](O)[C@@H](O[C@H]4[C@H](O)[C@@H](O)[C@@H](O[C@H]5[C@H](O)[C@@H](O)[C@@H](O[C@H]6[C@H](O)[C@@H](O)[C@@H](O[C@H]7[C@H](O)[C@@H](O)[C@@H](O[C@H]1[C@H](O)[C@H]2O)O[C@@H]7CO)O[C@@H]6CO)O[C@@H]5CO)O[C@@H]4CO)O[C@@H]3CO,i,-4.6,i,i,i,i,nt,i,i,-0.5,i
O=C(CCc1nc2ccccc2c(=O)[nH]1)OCc1ccc(Cl)cc1Cl,i,-3.7,i,i,i,i,i,i,i,-9.6,i
O=C(Cc1ccccc1)NCC(=O)Nc1ccccc1Br,i,-8.2,i,i,i,i,i,i,i,0.6,i
O=C(O)C1CCC(=O)N1Cc1ccccc1Cl (stereo unspecified),i,-7.7,nt,nt,nt,i,i,i,i,nt,nt
CC(=O)Nc1ccc(NC(=O)C2CC(=O)N(C(C)C)C2)cc1 (stereo unspecified),i,3.6,i,i,i,i,i,i,i,-1.8,i
Cc1ccc(-c2nn(-c3ccccc3)cc2/C=N/NC(=O)c2ccc3c(c2)OCO3)cc1,i,nt,i,i,i,i,i,i,i,11.9,i
Fc1ccc(COc2ccc(Br)cc2CNCc2ccncc2)cc1,i,-1.5,i,i,i,i,i,i,i,-3.6,i
Cc1ccc(-c2nn(-c3ccccc3)cc2/C=C/C(=O)O)o1,i,-13.8,i,i,i,i,i,i,i,-9.8,i
Cn1ccnc1Sc1ccc(/C=N/NC(=O)c2ccccc2O)cc1[N+](=O)[O-],i,6.2,i,i,i,i,i,i,i,2.1,i
CCOc1ccc(NC(=S)N2CCN(S(C)(=O)=O)CC2)cc1,i,0.8,i,i,i,i,i,i,i,9.0,i
CC(=O)c1cccc(CN2CCCC(CCC(=O)NCc3ccc(C)o3)C2)c1 (stereo unspecified),i,-3.0,i,i,i,i,i,i,i,-0.5,i
Cc1[nH]c(C)c(C(=O)/C=C/c2ccc([N+](=O)[O-])cc2)c1C,i,9.1,i,i,i,i,i,i,i,5.7,i
Cc1nc2ccccc2c2c1C(=O)N(c1ccc(C(=O)O)cc1)C2=O,i,-0.5,i,i,i,i,i,i,i,-22.9,i
O=C(CSc1ccncc1)Nc1ccc(S(=O)(=O)Nc2nccs2)cc1,i,-2.0,i,i,i,i,i,i,i,1.7,i
N#Cc1cc(-c2ccccc2)[nH]c1-c1nccc2ccccc12,i,nt,i,i,i,i,i,i,i,41.0,i
O=c1[nH]c2ccc(S(=O)(=O)N3CCCCC3)cc2[nH]c1=O,i,0.7,i,i,i,i,i,i,i,-0.9,i
COc1ccc(NC(=O)CSc2nnc(Cc3ccccc3)c(=O)n2N)c(OC)c1,i,1.4,i,i,i,i,i,i,i,-6.4,i
CCOC(=O)C(=CNc1cc(C)nn1-c1ccccc1)C(=O)OCC,i,7.8,i,i,i,i,i,i,i,-7.4,i
Cc1ccc(NC(=O)C2CCCN(S(=O)(=O)c3c(C)noc3C)C2)nc1 (stereo unspecified),i,1.9,i,i,i,i,i,i,i,-3.5,i
O=S(=O)(NC1CCN(Cc2ccccc2)CC1)c1ccc2ccccc2c1,i,5.0,i,i,i,i,i,i,i,-5.3,i
